Screens from PubChem BioAssay.
PMI inhibitors = MPI enzyme activity inhibition – biochemical, fluorescence intensity, coupled assay, primary screen (AID 1209); 0.42% of 190,000 active; inhibition, % at 20 µM, or IC50 in µM where a hit was titrated; purified PMI enzyme, coupled fluorescence intensity; higher % means a stronger effect;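 further: plate controls were DMSO vehicle for no effect and wells lacking substrate for full effect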
P. falciparum M1AAP = P. falciparum M1AAP inhibitors, biochemical, fluorogenic H-Leu-NHMec substrate, 1536-well (AID 1445). recombinant M1AAP, H-Leu-NHMec fluorogenic kinetic assay; higher % means a stronger effect. inhibition, % at 30 µM; hits with a dose series show IC50 in µM. 0.42% of 220,000 active;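 active means primary inhibition above the hit cutoff, then over 50% inhibition at one or more dose response concentrations, cut at about 23% in these data, passing the limit was not always enough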;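 further: plate controls were DMSO full reaction for no effect and no enzyme background for full effect; strong numbers were not always called active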
LYP phosphatase = inhibitors of LYP phosphatase, biochemical, fluorescence intensity, uHTS (AID 1779). 0.054% of 290,000 active. recombinant LYP phosphatase, fluorescence intensity; higher % means a stronger effect. one-dose inhibition, % at 11.5 µM; IC50 in µM for titrated hits;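 further: plate controls were vehicle with enzyme for no effect and no enzyme for full effect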
CSM14.1 death rescue = protection against thapsigargin-triggered cell killing – 384-well, CSM14.1, ATP luminescence, primary screen (AID 1222); 190,000 tested, under 10 active; cellular ATP content (survival), % at 20 µM, or EC50 in µM where a hit was titrated; CSM14.1 thapsigargin-induced death rescue, ATP luminescence; higher % means a stronger effect;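 active means EC50 below 50 µM in the dose-response confirmation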;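 further: death triggered by thapsigargin at about 15 µM added after 2 h compound pretreatment; cell ATP read after overnight thapsigargin exposure of roughly 18 to 22 hours; normalized against plate controls of thapsigargin alone and 5% DMSO vehicle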
XIAP antagonists = small molecules displacing peptide from XIAP – biochemical, IAP family, fluorescence polarization (AID 1018). 0.007% of 200,000 active. XIAP BIR domain, fluorescence polarization peptide displacement; higher % means a stronger effect. one-dose displacement, % at 20 µM; IC50 in µM for titrated hits; in the data active means displacement above about 50%; further: a part of the inactive calls stands beside numbers as strong as those of hits
PMI inhibition = human PMI inhibitors, high substrate, primary screen, biochemical, fluorescence intensity, high mannose 6-phosphate (AID 1220); one-dose inhibition, % at 20 µM; IC50 in µM for titrated hits; 0.66% of 190,000 active; recombinant PMI enzyme, coupled fluorescence intensity; higher % means a stronger effect
TNAP activators = human TNAP enzyme activators, primary screen, biochemical, luminescent, no phosphate acceptor, uHTS (AID 1001). purified TNAP, luminescent activation assay, no phosphate acceptor; higher activation fold means a stronger effect. activation fold at 20 µM; hits with a dose series show EC50 in µM. 0.03% of 200,000 active; in the data active means activation fold from about 3, or a potency from the dose series; inactive means the rest, 99 in 100 with activation fold below about 1.6; further: many of its hits are not listed in these tables
P. falciparum M17LAP = P. falciparum M17LAP inhibitors, primary screen, biochemical, fluorogenic H-Leu-NHMec substrate, 1536-well (AID 1619). recombinant M17LAP, H-Leu-NHMec fluorogenic kinetic assay; higher % means a stronger effect. inhibition, % at 30 µM, or IC50 in µM where a hit was titrated. 0.38% of 220,000 active;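 active means compound inhibiting the enzyme by more than half at any dose during confirmatory dose-response retesting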;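 further: plate controls were full reaction with DMSO carrier for no effect and no enzyme background for full effect; strong numbers were not always called active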
Myeloid diff 2 = compounds promoting myeloid differentiation; ER-HoxA9 myeloid progenitors, lysozyme-GFP differentiation, flow cytometry; calls only at 10 µM; 1% of 360,000 active;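 active means normalized GFP-positive differentiation at or above the plate's own cutoff, the solvent-only control mean plus 3 SD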;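 further: cells exposed to compound for four days before flow analysis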
Myeloid diff 2 GFP+ MAC1+ % = further read-out of Myeloid diff 2, marked with its call; GFP+ MAC1+ double positive, %; measured here: differentiation confirmed by MAC1 staining
The depositor's hits bear a star; i = inactive; . = not tested or not shown. Unless noted, no stated cut-off is given here; in the data, active means inhibition above about 50%; inactive means the rest. No enrichment for hits, and some 2.7% of all compounds hit somewhere here.

no.	molecule	PMI inhibitors	P. falciparum M1AAP	LYP phosphatase	CSM14.1 death rescue	XIAP antagonists	PMI inhibition	TNAP activators	P. falciparum M17LAP	Myeloid diff 2	Myeloid diff 2 GFP+ MAC1+ %
1	COc1ccc(OC)c(C(=O)CSc2nnc(Cc3cccs3)n2CCc2ccccc2)c1	17.5%	7.6%	4.3%	0.1%	-8.3%	31.0%	1	9.5%	i	3.9
2	CC(=O)NC1=C(NC2CCS(=O)(=O)C2)C(=O)c2ccccc2C1=O (stereo not drawn)	26.2%	-0.3%	-2.6%	2.1%	-4.5%	5.7%	1	20.5%	i	0.1
3	O=C(O)C1(P(=O)(c2ccccc2)c2ccccc2)CCCC1	.	2.2%	1.0%	.	.	.	.	-4.9%	i	0.5
4	COC(=O)Cn1c(CN(Cc2ccccc2)Cc2ccccc2)nc2c1c(=O)[nH]c(=O)n2C	-2.6%	9.1%	-5.3%	1.0%	-3.9%	-4.8%	1.1	4.5%	i	3.3
5	COc1ccc(-c2ccc(=O)n(CC(=O)NC3CCc4ccccc43)n2)cc1OC (stereo not drawn)	5.5%	3.6%	-4.8%	0.2%	-3.6%	0.6%	1.1	-4.5%	i	1.0
6	O=S(=O)(N1CCCCCC1)N1CCN(S(=O)(=O)N2CCOCC2)CC1	6.5%	5.0%	-5.1%	1.1%	-1.6%	7.7%	1.1	-0.7%	i	0.0
7	COc1ccc(-c2ccccc2)cc1NCc1ccccc1C	-1.2%	-9.3%	3.2%	-4.5%	-4.1%	1.4%	1	14.8%	i	0.9
8	CC(=O)c1cccc(NC(=O)c2ccc(N(Cc3ccc(C)cc3)S(C)(=O)=O)cc2)c1	12.1%	-0.4%	-5.6%	-3.8%	-4.0%	9.6%	1	-7.8%	i	0.7
9	CCCc1nnc(NC(=O)CCC(=O)N2CCCCC2CC)s1 (stereo not drawn)	-1.7%	2.0%	-6.8%	3.7%	0.2%	-1.0%	1.1	10.1%	i	1.9
10	COCCNC(=O)CN(c1cc(Cl)ccc1OC)S(=O)(=O)c1ccc(C)c([N+](=O)[O-])c1	7.5%	4.4%	-3.9%	3.5%	16.8%	8.8%	1.1	-3.6%	i	0.8
11	Cc1cccc(C)c1NC(=O)NCCCN1CCN(c2ccccc2)CC1	5.4%	6.8%	-8.7%	-2.9%	-1.9%	0.9%	1.2	9.8%	i	0.2
12	Fc1ccccc1SCc1nnc(-c2ccccc2Br)o1	8.3%	5.6%	3.6%	2.9%	-6.9%	4.5%	1	3.6%	i	0.4
13	COc1cc(/C=N\NC(=O)CC(=O)NCCc2ccccc2)ccc1O	15.4%	2.6%	-5.9%	1.9%	-6.8%	16.0%	1.1	16.4%	i	0.7
14	COc1ccc(S(=O)(=O)N2CCCCC2)cc1NC(=O)c1cc(C)on1	2.2%	-5.3%	0.0%	1.1%	-5.1%	-12.8%	1.1	-6.2%	i	0.4
15	CC(C)OCC(O)CN (stereo not drawn)	0.0%	-0.2%	-3.3%	2.2%	-9.5%	6.9%	1.1	-9.4%	i	1.2
16	CCOC(=O)c1ccc2nc3c(cc2c1)CCS3	-5.0%	1.6%	2.8%	-2.4%	-1.4%	1.9%	1.1	3.4%	i	10.8
17	O=C(NC1CCCCC1)c1ccccc1NC(=S)NC(=O)C1CCC1	-2.9%	0.8%	-3.5%	-2.5%	-2.8%	-6.1%	1	28.1%	i	0.4
18	O=C(O)CCN1CC2([N+](=O)[O-])CC=C(OCCO)C([N+](=O)[O-])(C1)C2 (stereo not drawn)	-18.4%	14.2%	-6.6%	1.6%	-2.0%	-10.6%	1.1	1.5%	i	0.8
19	COCCn1c(SCc2c(F)cccc2Cl)nc2c1c(=O)[nH]c(=O)n2C	5.3%	10.8%	-4.4%	.	-2.7%	1.7%	1	4.5%	i	1.5
20	c1ccc(CN2CCC(N3CCN(Cc4ccc5c(c4)OCO5)CC3)CC2)cc1	.	10.7%	-6.3%	.	.	.	.	14.4%	i	0.0
21	O=C(Nc1ccccc1)c1cc2n(n1)C(C(F)(F)F)CC(C1CC1)N2 (stereo not drawn)	4.1%	-3.1%	-5.0%	-0.8%	-2.5%	3.8%	1.2	12.8%	i	0.3
22	O=S1(=O)CCC(NC(=S)NCCNC(=S)NC2CCS(=O)(=O)C2)C1 (stereo not drawn)	4.9%	-1.2%	-7.8%	-0.2%	-8.2%	3.9%	1.1	16.1%	i	0.7
23	CC(C)C1N(c2ccccc2)C(N)=C(C#N)C1(C#N)C#N (stereo not drawn)	9.5%	4.3%	4.0%	-0.4%	-4.2%	12.3%	0.9	-2.4%	i	1.1
24	COc1ccc(C(=O)Nc2cccc3cccnc23)cc1OC	5.0%	-1.8%	5.4%	0.3%	-1.0%	4.0%	1.1	0.9%	i	0.4
25	O=C(Nc1ccccc1F)C1CCN(C(=O)Cc2ccccc2)CC1	8.1%	6.5%	-7.3%	5.7%	-13.2%	9.8%	1	2.3%	i	0.9
26	COc1ccc(N2C(=S)N=C(Nc3cccc(C)c3)C23CCCCC3)cc1	4.6%	8.0%	0.3%	-0.3%	-0.8%	-0.2%	1	-5.7%	i	0.4
27	Cc1cc(N2CCN(C)CC2)nc(N2CCOCC2)n1	10.0%	2.0%	-2.4%	-1.2%	-1.7%	10.1%	1	-0.6%	i	0.9
28	O=C(O)c1ccccc1C(=O)Nc1ccccc1[N+](=O)[O-]	.	-1.4%	-7.4%	.	.	.	.	-5.7%	i	0.2
29	N#CCCN(Cc1cccnc1)C(=O)Nc1ccc(Cl)c(Cl)c1	15.6%	2.5%	-6.1%	-0.8%	-0.9%	12.3%	1.1	6.9%	i	0.4
30	CSc1cccc(NC(=O)Cn2cccc2)c1	-5.9%	1.9%	-10.2%	-2.6%	-3.4%	-12.5%	1.1	12.8%	i	3.6
31	CC(NC(=O)c1noc2c1CCCC2)c1ccccc1 (stereo not drawn)	7.4%	8.9%	-8.2%	-1.3%	2.4%	5.6%	1.1	6.7%	i	5.2
32	Cc1ccc(S(=O)(=O)Cc2ccc(C(=O)N3CCc4ccccc4C3)o2)cc1	-2.5%	-3.2%	-1.3%	0.2%	1.7%	-0.7%	1	6.0%	i	1.8
33	CSc1ccc(CNc2ccc(C)cc2)cc1	9.2%	-3.4%	-3.9%	-2.6%	-7.0%	10.0%	1.1	-8.4%	i	2.0
34	CC(=O)Nc1sc2c(c1C#N)CCC(C)C2 (stereo not drawn)	13.5%	2.5%	-1.6%	0.0%	-3.4%	10.4%	1	-3.5%	i	1.0
35	Cn1sc(NC(=O)c2ccccc2)nc1=O	13.0%	20.2%	-3.1%	-1.8%	-5.3%	7.6%	1.1	26.3%	i	1.7
36	Cc1ccsc1C=C1C(=O)c2ccccc2C1=O	1.2%	15.6%	0.8%	-1.7%	-7.6%	35.0%	0.9	10.4%	i	0.2
37	CN(CC(=O)Nc1ccc(S(=O)(=O)N2CCCC2)cc1)CC(=O)Nc1cccc(F)c1	4.8%	2.0%	7.1%	0.0%	1.4%	3.3%	1.1	-6.7%	i	0.2
38	COc1ccc(N2CCN(Cc3cc(=O)oc4ccc(C)cc34)CC2)cc1	-4.0%	-2.2%	1.3%	1.6%	-2.5%	4.0%	1	-2.8%	i	7.1
39	O=C(c1ccccc1)c1nn(-c2ccc(Cl)cc2)c(=O)cc1C(F)(F)F	1.9%	1.2%	4.9%	-1.0%	-3.5%	3.8%	1.1	-2.2%	.	.
40	O=C(O)c1ccccc1C(=O)N1N=C2/C(=C/c3cccc([N+](=O)[O-])c3)CCCC2C1c1cccc([N+](=O)[O-])c1 (stereo not drawn)	1.4%	14.4%	18.7%	0.0%	-8.5%	-3.8%	0.2	33.2%	i	0.1
41	CCCN(CCC)C(=O)CSc1nc2ccccc2c(=O)n1C1CCCC1	9.3%	2.5%	4.0%	-1.5%	-2.4%	7.9%	1.1	15.5%	i	0.4
42	O=C(CSc1ccc2ccccc2n1)N1CCC(c2noc3ccc(F)cc23)CC1	5.2%	-0.9%	3.8%	3.8%	1.3%	6.2%	1.1	4.5%	i	0.5
43	COc1ccc(NC(=S)N(CCc2c(C)[nH]c3ccccc23)Cc2ccco2)cc1	2.9%	-1.5%	-3.0%	-2.8%	-21.5%	12.5%	1	-5.1%	i	1.4
44	c1ccc(C2=Nn3c(nnc3-c3cccnc3)SC2)cc1	-0.4%	-1.6%	-4.7%	-1.0%	-1.7%	4.7%	1.1	-9.2%	i	0.5
45	O=C(O)CN1C2=NCCCN2c2ccccc21	-0.2%	7.2%	-8.0%	0.1%	-5.5%	-7.0%	1.1	5.0%	i	0.3
46	COc1cccc(N2CC34C=CC(O3)C(C(=O)O)C4C2=O)c1 (stereo not drawn)	4.6%	5.3%	-7.5%	0.6%	-3.5%	2.4%	1.1	-10.1%	i	0.7
47	Cn1c(=O)[nH]c(=O)c2c1nc(CN1CCN(c3ccccc3F)CC1)n2CCCc1ccccc1	-2.5%	-3.8%	5.6%	2.2%	-0.6%	7.7%	1.1	4.3%	i	4.1
48	O=C(CN1CCOCC1)Nc1ccccc1-c1ccccc1	11.2%	0.9%	-10.1%	-1.8%	-5.4%	7.9%	1	-4.4%	i	0.8
49	Cc1cc(C)cc(NC(=O)Nc2cc(-c3ccccc3)nn2C)c1	.	1.6%	-3.1%	.	.	.	.	-4.8%	i	0.4
50	C[n+]1ccccc1C1CCCC/C1=N\Nc1ccc([N+](=O)[O-])cc1[N+](=O)[O-] (stereo not drawn)	-5.6%	5.2%	-4.9%	-0.4%	-4.6%	-20.6%	1.1	16.6%	i	1.3
51	CCS(=O)(=O)c1nc(S(=O)(=O)c2ccc(Cl)cc2)c(NCCOC)s1	-14.0%	0.8%	-4.0%	0.8%	-5.4%	-7.5%	1.1	0.3%	i	2.7
52	CCOCCOC(=O)c1[nH]c2c(c1C)C(=O)CC(c1ccc(N(C)C)cc1)C2 (stereo not drawn)	1.2%	10.9%	3.6%	.	-2.2%	-13.5%	1.2	3.9%	i	5.4
53	COc1ccc(/C=N/NC(=O)c2cccc([N+](=O)[O-])c2)cc1OC(=O)c1ccc(C)cc1	9.3%	6.2%	-3.2%	-1.8%	-6.4%	2.3%	1.1	-6.7%	i	0.5
54	CCCCNC(=O)c1cc([N+](=O)[O-])[nH]n1	-4.6%	2.7%	0.2%	-2.7%	-4.7%	-15.0%	1.1	-4.3%	i	1.5
55	Cn1c(=O)cc(OCCCC(=O)NCCN2CCN(c3ccccc3F)CC2)c2ccccc21	6.1%	3.2%	-7.4%	0.6%	-5.0%	11.7%	1.2	-4.5%	i	3.6
56	CCN(Cc1nc(-c2cccc(Cl)c2)no1)CC1CCCO1 (stereo not drawn)	7.5%	0.8%	-3.8%	-0.2%	-7.5%	-2.8%	1.1	-4.1%	i	0.5
57	COc1ccc(NC(=S)Nc2ccccn2)c(OC)c1	19.7%	4.7%	-3.2%	-2.0%	-6.4%	9.2%	1	-11.5%	i	3.3
